From PubChem
aDG glyco up: alpha-DG glycosylation activation; activation, % at 10 µM; 360,000 tested, 0.22% active; Pro5-aDG cells, alpha-DG glycosylation AlphaScreen (IIH6); 0% Pro5, 100% B10-LARGE cell signal;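 active means activation of at least 8% versus controls, or a plate z-score of at least 8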;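 further: Pro5 are CHO cells carrying HIG-tagged alpha-DG that lacks glycosylation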
MITF TRPM1 inh: inhibitors of MITF-driven TRPM1 promoter in melanoma cells; SK-MEL-5 TRPM1 promoter luciferase, 24 h; inhibition, % at 12.5 µM; 330,000 tested, 0.83% active;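 active means mean inhibition across replicates of 60% or more, whatever share of single replicates reaches that level; inconclusive means some that reach 60%, reason not given; inactive means mean inhibition across replicates below 60%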; further: values of inactives mirror those of a sister screen read the other way
Granule exo inh: blocks lytic granule exocytosis; TALL-104 LAMP-1 surface exposure, flow cytometry; cells stimulated with thapsigargin and PMA; inhibition, % at 10 µM; 360,000 tested, 0.66% active; AID 651702;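 active means inhibition above about 55%, limit read from the data; inconclusive means no clear call, values can overlap the other calls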
hiPSC survival: increases survival of single human iPS cells; AID 602274; 360,000 tested, 0.044% active; survival enhancement, % at 20 µM; hiPSC single-cell survival, ATPlite luminescence; 100% = ROCK inhibitor wells, 0% = DMSO; in the data active means survival enhancement above about 18%;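 further: cells exposed to compounds for 16 hours before the ATP read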
NR2E3 ag-1: activates human NR2E3 receptor. Q9Y5X4. CHO-S Gal4-NCOR/VP16-NR2E3 two-hybrid, luciferase. AID 602229. inhibition of corepressor binding, % at 3.98 µM. 360,000 tested, 0.35% active;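 active means inhibition above the mean of all tested compounds plus 3 SD, cut at about 70% in these data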;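 further: 0% = DMSO with NR2E3 transfected cells and 100% = cells lacking NR2E3 construct; higher means lower luciferase signal from less NR2E3 corepressor binding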
Target sequence (Q9Y5X4 whole entry, looked up, the tested form may be a part): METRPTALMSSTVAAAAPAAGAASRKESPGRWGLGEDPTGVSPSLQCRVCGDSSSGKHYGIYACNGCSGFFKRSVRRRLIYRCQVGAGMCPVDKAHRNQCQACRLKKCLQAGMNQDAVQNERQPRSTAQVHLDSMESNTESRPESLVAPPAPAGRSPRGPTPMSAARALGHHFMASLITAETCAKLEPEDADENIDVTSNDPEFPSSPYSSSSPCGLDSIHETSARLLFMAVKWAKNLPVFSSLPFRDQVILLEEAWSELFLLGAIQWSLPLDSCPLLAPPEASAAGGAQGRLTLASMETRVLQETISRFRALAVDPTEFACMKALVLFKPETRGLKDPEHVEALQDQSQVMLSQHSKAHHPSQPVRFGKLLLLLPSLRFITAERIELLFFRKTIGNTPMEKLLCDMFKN
NR2E3 ag-2: agonists of human nuclear receptor NR2E3. 320,000 tested, 0.12% active. AID 2300. GST-NR2E3/biotin-RetCOR TR-FRET, 1536-well. inhibition of corepressor binding, % at 4.78 µM. Q9Y5X4;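 active means percent inhibition above the cutoff of mean plus 3 SD of all tested compounds, set per screening campaign, cut at about 20% in these data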;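 further: 0% = DMSO wells and 100% = biotin wells as full block of FRET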
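Material: NR2E3–RetCOR corepressor complex / Amount: 1.35 nM GST-NR2E3 / Medium: Tris pH 7.5 / Compound: single nominal compound dose of 4.8 µM / Incubation: 5 h at 4 °C / Technique: TR-FRET, Eu(K)-anti-GST donor, streptavidin-D2 acceptor, ex 340, em 617/671 nm / Read-out basis: percent loss of FRET ratio relative to control wells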
HIF-2a block: blocks HIF-2a reporter activity | 786-0 RCC cells HIF-2a reporter, luciferase luminescence, overnight | inhibition, % at 18.8 µM | 360,000 tested, 0.72% active | AID 624352;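 active means inhibition of the luminescence signal of 40% or more relative to plate controls, in a single-dose primary screen at 18.75 µM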
Peg3 promoter: reduces Peg3 promoter-driven luciferase expression in HeLa | HeLa PEG-Prom luciferase reporter, luminescence, overnight | AID 588405 | 360,000 tested, 1.7% active | inhibition, % at 20 µM;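 active means inhibition of at least 50% at 20 µM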
CaV13 ICDI inh: Primary screen for inhibitors of IQ motif and Ca2+-dependent inactivation inhibitor domain binding in CACNA1D, Förster resonance energy transfer in living cells, …; HEK cells, CFP/YFP FRET ICDI-IQ, plate reader, 10 min; percent FRET-ratio fall versus neutral wells; inhibition, % at 12.3 µM; 340,000 tested, 0.098% active;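 active means mean replicate inhibition of at least 30% and at least 1% of replicates passing that level; inconclusive means only one of the two criteria is met; inactive means neither criterion is met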;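 further: 0% = median of the neutral control wells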
PDI turbidity: PDI (human) enzyme inhibition; P07237; PDI insulin aggregation turbidity, A650, 90 min; inhibition, % at 10 µM; 350,000 tested, 0.052% active; AID 588391;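 active means mean inhibition across replicates of 30% or more, whatever share of single replicates reach that level; inconclusive means mean inhibition below 30% while every single replicate reaches 30%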;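 further: absorbance from insulin aggregation driven by PDI reduction with DTT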
Target sequence (P07237 whole entry, looked up): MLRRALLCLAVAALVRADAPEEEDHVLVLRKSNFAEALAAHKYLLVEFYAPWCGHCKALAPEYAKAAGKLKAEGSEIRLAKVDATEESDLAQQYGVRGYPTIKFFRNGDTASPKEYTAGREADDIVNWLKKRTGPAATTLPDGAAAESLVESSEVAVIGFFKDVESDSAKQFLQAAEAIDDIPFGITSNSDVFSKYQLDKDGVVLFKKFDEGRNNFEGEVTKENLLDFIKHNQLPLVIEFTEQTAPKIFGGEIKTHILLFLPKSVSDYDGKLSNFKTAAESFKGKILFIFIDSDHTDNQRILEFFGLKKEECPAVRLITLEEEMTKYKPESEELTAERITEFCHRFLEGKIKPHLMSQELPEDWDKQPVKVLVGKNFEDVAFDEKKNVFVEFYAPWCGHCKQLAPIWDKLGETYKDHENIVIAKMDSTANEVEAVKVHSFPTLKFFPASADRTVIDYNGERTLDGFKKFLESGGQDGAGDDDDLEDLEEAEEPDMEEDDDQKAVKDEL
Vif imaging: HIV Vif inhibition; 340,000 tested, 0.35% active; inhibition, % at 7.49 µM; AID 602346; HEK293T cells, Vif self-association by quenched fluorescence, imaging, 24 h; in the data active means inhibition above about 50%, passing the limit was not always enough; inconclusive means no clear call, values can overlap the other calls; inactive means below about 31%; further: some results filed as inactive read as strong as hits
* = called active by the depositor; ? = inconclusive; . = no result given.

nr | molecule | aDG glyco up | MITF TRPM1 inh | Granule exo inh | hiPSC survival | NR2E3 ag-1 | NR2E3 ag-2
1 | CCOCCCNC(=S)N(CCO)Cc1cc2cc3c(cc2[nH]c1=O)OCCO3 | 0.0 | -1 | -13 | -0.1 | -5 | 1
2 | S=C(Nc1cc(Cl)ccc1Oc1ccccc1)N1CCN(c2ccccn2)CC1 | 0.2 | -2 | 49 | -0.1 | -5 | .
3 | COC(=O)CCc1c[nH]c2ccc([N+](=O)[O-])cc12 | 0.0 | -3 | 0 | -3.0 | 0 | .
4 | CCOC(=O)CNS(=O)(=O)c1c(C)noc1C | 0.3 | 7 | 3 | 7.1 | -10 | -1
5 | Cc1c(NC(=O)c2ccc(Cl)c(S(=O)(=O)N3CCOCC3)c2)c(=O)n(-c2ccccc2)n1C | 0.0 | 10 | 2 | 0.0 | -19 | 0
6 | COc1cccc(NC(=O)C2Cc3ccccc3CN2C(=O)c2ccco2)c1 (configuration not stated) | -0.2 | -7 | -6 | 0.1 | -115 | 0
7 | Nc1ccc(-c2nc3c(ccc4ccccc43)[nH]2)cc1 | -0.1 | 26 | 3 | -0.7 | -35 | 0
8 | CCOc1ccccc1N1CCN(Cc2cc3c(cc2[N+](=O)[O-])OCO3)CC1 | -0.1 | -3 | 1 | 0.5 | -17 | 0
9 | CC(C)(C)NC(=O)COc1ccc(CNc2ncn[nH]2)cc1 | 0.0 | 14 | 1 | -0.4 | -5 | -2
10 | CCc1ccc(NC(=S)Nc2ccc(S(=O)(=O)Nc3ncccn3)cc2)cc1 | 0.4 | -23 | -2 | -0.7 | -41 | -4
11 | CC(C)(C)C1CCC(C(=O)OCC(=O)N2CCN(C(=O)c3ccco3)CC2)CC1 (configuration not stated) | 0.5 | 22 | 3 | 0.4 | 0 | 6
12 | COc1ccccc1-n1c(-c2cc(-c3ccc(F)cc3)n[nH]2)n[nH]c1=S | -0.5 | -1 | -6 | 1.6 | -18 | -2

nr | HIF-2a block | Peg3 promoter | CaV13 ICDI inh | PDI turbidity | Vif imaging
1 | 11 | 4 | -20 | -1 | 3
2 | 5 | 5 | -17 | -2 | -2
3 | 14 | -5 | -10 | -9 | -1
4 | 14 | 11 | -1 | -4 | .
5 | 6 | 0 | -7 | 2 | -1
6 | -229 | -202 | -3 | -2 | 2
7 | -21 | -172 | -5 | -1 | -28
8 | 23 | 13 | 0 | -2 | -2
9 | 8 | -2 | -2 | 1 | -3
10 | -65 | -40 | -2 | 1 | -2
11 | 17 | 17 | -2 | 8 | 18
12 | 8 | -6 | -5 | -5 | 32

Following part
nr | molecule | aDG glyco up | MITF TRPM1 inh | Granule exo inh | hiPSC survival | NR2E3 ag-1 | NR2E3 ag-2
13 | CCC(C)(C)NC(=O)Cn1c(-c2ccccc2)cc(C(C)=O)c1C | -0.2 | -6 | -1 | 2.1 | -3 | -1
14 | Oc1ccc(-c2nccc(-c3ccccn3)n2)cc1 | -0.2 | -94 | -1 | 0.8 | -95 | 1
15 | Cc1ccccc1-n1c(SCC(=O)N(C)C2CCS(=O)(=O)C2)nc2ccccc2c1=O (configuration not stated) | 0.2 | 3 | -1 | -0.6 | -17 | 6
16 | CC(C)N(C(=O)CSc1nnc(Cn2nnc3ccccc32)n1C)C(C)C | 0.0 | -1 | -2 | -1.3 | -22 | 3
17 | CN(CC(=O)N1CCN(c2ccccn2)CC1)S(=O)(=O)c1cccc2nsnc12 | 0.9 | -22 | 2 | -0.1 | -34 | -2
18 | Cc1ccc(N(CC(=O)NCC2CCCO2)C(=O)CCC(=O)Nc2ccccn2)cc1 (configuration not stated) | 0.1 | 2 | 2 | 0.5 | -15 | 4
19 | Cc1cc(C)c(S(=O)(=O)NCCCn2ccnc2)c(C)c1 | 0.1 | 11 | -7 | -0.7 | 5 | 5
20 | CCCCC(=O)Nc1ccccc1C#N | -0.1 | 13 | -4 | 0.5 | -5 | 2
21 | COc1ccc(C(=O)N(c2ccccn2)C2CCCCC2)c(OC)c1 | -0.1 | -4 | 0 | -0.5 | -18 | -1
22 | COc1ccccc1N1CCN(C(=O)c2cc(C)on2)CC1 | 0.0 | 3 | -7 | 1.0 | -29 | 2
23 | CCOC(=O)CSc1nc2sc3c(c2c(=O)[nH]1)CC(C)(C)OC3 | -0.1 | 6 | -2 | 4.5 | -10 | 1
24 | CCN(C)C1CN(Cc2cn(Cc3ccc(Cl)cc3)nn2)S(=O)(=O)C1 (configuration not stated) | 0.0 | . | -4 | -1.1 | -9 | .

nr | HIF-2a block | Peg3 promoter | CaV13 ICDI inh | PDI turbidity | Vif imaging
13 | 0 | 12 | 13 | -9 | 0
14 | -266 | -360 | -7 | -3 | -7
15 | 19 | 3 | 5 | -1 | -2
16 | 6 | -1 | . | 3 | 1
17 | -1 | -5 | -3 | 7 | -15
18 | -41 | -43 | -5 | -1 | -2
19 | 14 | 13 | -15 | 2 | 6
20 | 7 | 8 | -6 | -12 | 10
21 | 16 | 10 | 6 | 3 | -8
22 | 0 | 7 | -7 | -5 | 0
23 | 10 | 2 | -4 | 1 | -2
24 | 8 | . | -10 | . | .

Other records.
nr | molecule | aDG glyco up | MITF TRPM1 inh | Granule exo inh | hiPSC survival | NR2E3 ag-1 | NR2E3 ag-2
25 | Cc1ccc(S(=O)(=O)N2CCOCC2)c(C)c1NS(C)(=O)=O | -0.2 | 4 | 0 | -2.0 | -1 | -1
26 | C#CCOCCOCCOCCNc1nc(N2CCN(C(=O)[C@H](CCCCN)n3cc([C@@H](N)[C@H](C)CC)nn3)CC2)nc(N2CCN(C(=O)[C@H](CCC(=O)O)n3cc([C@@H](N)CCSC)nn3)CC2)n1 | -0.2 | 7 | -5 | 3.8 | -40 | .
27 | O=C(OCc1ccccc1F)c1cc2ccccc2cc1O | -0.1 | -17 | -2 | 0.2 | 12 | 1
28 | O=C(N/N=C/C=C\c1ccco1)c1cccs1 | 0.0 | -67 | -2 | -1.2 | 17 | -4
29 | CN(c1ccccc1C(=O)N1CCN(c2ccccc2)CC1)S(C)(=O)=O | 0.2 | 9 | -5 | 3.8 | 4 | 5
30 | O=C(NCc1n[nH]c(=S)n1-c1cccc(C(F)(F)F)c1)c1ccco1 | -0.1 | 0 | -11 | -0.3 | 19 | -2
31 | CCCNC(=O)Nc1cc(OC)c(OC)cc1Cc1nccc2cc(OC)c(OC)cc12 | 0.5 | -3 | ? | -0.5 | 6 | .
32 | O=C(O)CC1(CC(=O)O)Nc2ccccc2SC1=O | 0.0 | -8 | 6 | 0.6 | -3 | .
33 | O=C1/C(=C/c2ccccn2)SC(=S)N1N1CCOCC1 | 0.1 | -9 | 1 | 0.2 | -11 | 3
34 | COc1cccc(C(=O)Nc2nnc(-c3ccc(Cl)cc3)o2)c1 | 0.2 | 9 | 5 | -0.5 | -6 | 0
35 | Cc1cc(=O)n2[nH]c(=O)c(N=Nc3ccccc3)c2[nH]1 | 0.1 | -1 | -3 | -3.1 | -11 | -5
36 | O=C(C[C@H]1C/C=C\C[C@H](NC(=O)OCC2c3ccccc3-c3ccccc32)C(=O)OC[C@@H]2CCCN2C1=O)NCCO | 0.1 | -9 | -1 | -3.6 | -14 | .
37 | CCOC(=O)Cn1c(=O)oc2cc(S(=O)(=O)N(CCN(C)C)Cc3ccccc3)ccc21 | -0.3 | -7 | -2 | 0.1 | 3 | 0
38 | Fc1ccc(-c2csc(NC(=S)Nc3ccccc3)n2)cc1 | 0.3 | -7 | -16 | 0.4 | -36 | -2
39 | c1ccc(COc2ccc(OCCN3CCCC3)cc2)cc1 | 0.5 | -57 | 0 | -2.7 | 1 | -5

nr | HIF-2a block | Peg3 promoter | CaV13 ICDI inh | PDI turbidity | Vif imaging
25 | 15 | 8 | -3 | 0 | -11
26 | 3 | -12 | -5 | 1 | .
27 | -40 | -44 | -20 | -5 | 0
28 | -112 | -122 | -8 | 2 | 10
29 | 9 | 4 | -4 | 4 | -4
30 | 5 | 2 | -3 | 6 | -3
31 | 17 | 8 | -4 | -1 | -8
32 | 4 | 6 | -5 | 11 | 10
33 | 0 | 3 | 10 | 1 | -5
34 | 12 | 19 | -5 | -28 | .
35 | 5 | 1 | . | 6 | 4
36 | 1 | -5 | -11 | 0 | .
37 | -1 | -17 | -5 | -3 | 23
38 | -144 | -41 | -20 | 3 | -23
39 | -142 | -82 | -8 | 3 | -11

Among those listed so far, these contain an NH in an aromatic ring:
nr | molecule | aDG glyco up | MITF TRPM1 inh | Granule exo inh | hiPSC survival | NR2E3 ag-1 | NR2E3 ag-2
1 | CCOCCCNC(=S)N(CCO)Cc1cc2cc3c(cc2[nH]c1=O)OCCO3 | 0.0 | -1 | -13 | -0.1 | -5 | 1
3 | COC(=O)CCc1c[nH]c2ccc([N+](=O)[O-])cc12 | 0.0 | -3 | 0 | -3.0 | 0 | .
7 | Nc1ccc(-c2nc3c(ccc4ccccc43)[nH]2)cc1 | -0.1 | 26 | 3 | -0.7 | -35 | 0
9 | CC(C)(C)NC(=O)COc1ccc(CNc2ncn[nH]2)cc1 | 0.0 | 14 | 1 | -0.4 | -5 | -2
12 | COc1ccccc1-n1c(-c2cc(-c3ccc(F)cc3)n[nH]2)n[nH]c1=S | -0.5 | -1 | -6 | 1.6 | -18 | -2
23 | CCOC(=O)CSc1nc2sc3c(c2c(=O)[nH]1)CC(C)(C)OC3 | -0.1 | 6 | -2 | 4.5 | -10 | 1
30 | O=C(NCc1n[nH]c(=S)n1-c1cccc(C(F)(F)F)c1)c1ccco1 | -0.1 | 0 | -11 | -0.3 | 19 | -2
35 | Cc1cc(=O)n2[nH]c(=O)c(N=Nc3ccccc3)c2[nH]1 | 0.1 | -1 | -3 | -3.1 | -11 | -5

nr | HIF-2a block | Peg3 promoter | CaV13 ICDI inh | PDI turbidity | Vif imaging
1 | 11 | 4 | -20 | -1 | 3
3 | 14 | -5 | -10 | -9 | -1
7 | -21 | -172 | -5 | -1 | -28
9 | 8 | -2 | -2 | 1 | -3
12 | 8 | -6 | -5 | -5 | 32
23 | 10 | 2 | -4 | 1 | -2
30 | 5 | 2 | -3 | 6 | -3
35 | 5 | 1 | . | 6 | 4
